# Compound activity (PubChem BioAssay)
# EPAC2 antagonist – antagonists of human EPAC2; AID 720708; Potency, µM (titrated, usually from 114 µM), inactives show at the top dose activity, negative = inhibition, most hits filed as inhibitors; EPAC2 GEF exchange of Rap1B-BODIPY-GDP, fluorescence; hit rate 0.18% among 360,000; further: potency means the concentration at half of the fitted maximal effect; on the % scale 0 is the no-effect control and ±100 the full control effect; nearly all actives have a fitted effect of over 45% in size; many of its hits are not listed in these tables
# EPAC2 agonist – activates human EPAC2 exchange factor; EPAC2 activation, biochemical qHTS; response scale: 100% = 6.5 mM cAMP response; hit rate 0.079% among 360,000; Potency, µM (highest dose often 154 µM), for inactives: at the top dose activation, actives largely listed as activators; Q8WZA2; further: potency means the concentration at half of the fitted maximal effect; nearly all actives have a fitted effect of over 50% in size
#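 Fluorescence exchange assay: 100 nM EPAC2 with 250 nM RAP1B-BODIPY-GDP and 50 uM GDP; compounds tested as a concentration-titration series (qHTS). Loss of Rap1-bound BODIPY-GDP fluorescence read at 480/540 nm; data normalized to 6.5 mM cAMP.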
# Abeta yeast res – compounds reversing amyloid beta toxicity in yeast. hit rate 0.063% among 410,000. yeast expressing A-beta42, growth rescue, OD600, 48 h; response scale: 0% DMSO, 100% iron-clioquinol control. Potency, µM (highest dose often 46.1 µM), inactives show top-dose growth rescue, usual class: activators; further: potency means the concentration at half of the fitted maximal effect; nearly all actives have a fitted effect of over 55% in size
#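 Yeast A-beta toxicity model in growth medium with pinned compounds, 48 h at 30 C; growth read as absorbance at 600 nm. Normalized to FeCl3/clioquinol equimolar mix (positive) and DMSO (negative).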
# TDP-43 yeast inh – rescues yeast growth from TDP-43 toxicity; TDP-43 expressing yeast growth rescue, BacTiter-Glo, 24 h; Potency, µM (highest dose often 46.1 µM), inactives show at the highest dose growth rescue (activation), usual class: activators; hit rate 1.8% among 410,000; further: potency means the concentration at half of the fitted maximal effect; % of control where 0% means no effect; nearly all actives have a fitted effect of over 50% in size
#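 Yeast cells expressing TDP-43 under galactose induction are exposed to compounds for 24 hr at 30 deg C. BacTiter-Glo luminescence measures growth, so protective compounds score as activators.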
# FUS suppressor – suppressors of FUS proteinopathy in yeast | hit rate 0.24% among 390,000 | Potency, µM (series often up to 76.6 µM), for the others: at the top dose growth rescue (activation), most hits filed as activators | S. cerevisiae FUS-expressing, growth rescue, OD600, 24 h;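 further: potency means the concentration at half of the fitted maximal effect; plate controls were DMSO vehicle for no effect and reference control for full effect; nearly all actives have a fitted effect of over 55% in size; some results filed as inactive show a strong effect at the top dose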
#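 S. cerevisiae expressing FUS from galactose induction served as the toxicity model. Growth after 24hr at 30C, read as absorbance at 600 nm, indicates suppression of toxicity; compounds dosed at several concentrations.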
# D3 antag – D3 dopamine receptor (human) antagonism; P35462; D3R cells, DiscoveRx beta-arrestin luminescence, antagonist mode; active compounds read low; max response, negative = inhibition, %; hit rate 2.5% among 360,000; AID 652054; in the data active means max response below about -50%; inconclusive means no clear call, values can overlap the other calls; further: on the % scale 0 is the no-effect control and ±100 the full control effect; mostly tested at two doses, the higher about 12 µM
# Target sequence (P35462 whole entry, looked up): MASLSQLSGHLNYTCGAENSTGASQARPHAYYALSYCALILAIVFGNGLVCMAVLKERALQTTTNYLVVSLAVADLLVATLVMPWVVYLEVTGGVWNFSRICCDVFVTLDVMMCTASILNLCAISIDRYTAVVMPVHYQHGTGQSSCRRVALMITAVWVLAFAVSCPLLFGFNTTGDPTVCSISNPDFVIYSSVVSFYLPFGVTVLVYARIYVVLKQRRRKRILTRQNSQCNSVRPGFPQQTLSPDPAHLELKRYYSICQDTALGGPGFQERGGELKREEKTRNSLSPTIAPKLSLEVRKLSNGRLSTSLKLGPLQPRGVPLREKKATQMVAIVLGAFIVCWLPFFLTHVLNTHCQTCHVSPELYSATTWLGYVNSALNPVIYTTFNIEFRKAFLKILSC
#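 Cells expressing the human receptor were seeded at 1500 cells/well, incubated overnight at 37 degrees C in 5% CO2, then exposed to library compounds with dopamine controls for 90 minutes at 37 degrees C before luminescent detection.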
# aSyn yeast inh – alpha-synuclein toxicity inhibition in yeast; Yeast expressing alpha-synuclein, growth rescue, BacTiter-Glo, 24 h; Potency, µM (doses to about 46.1 µM), inactives show top-dose growth rescue (activation), usual class: activators; hit rate 0.14% among 370,000; AID 652106; further: potency means the concentration at half of the fitted maximal effect; % of control where 0% means no effect; nearly all actives have a fitted effect of over 65% in size
#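 Galactose-induced alpha-syn yeast (OD600=0.02, raffinose-pregrown) + pinned cpd, 24 hr, 30 deg C; growth by BacTiter-Glo luminescence. Growth restoration scores as activation.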
# D3 ag – D3 dopamine receptor (human) agonism; AID 652048; hit rate 0.58% among 410,000; D3R DiscoveRx beta-arrestin cells, luminescence, 90 min; P35462; max activation, %; in the data active means max activation above about 30%; further: 0% is about no effect; mostly tested at two doses, the higher about 12 µM
#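 Agonist mode: compounds and dopamine controls were applied to plated cells for 90 min at 37 degrees C after an overnight attachment at 1500 cells/well. Luminescent read-out followed 30 - 60 minutes at room temperature with DiscoveRx detection reagent.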
# * = called active by the depositor; ? = inconclusive; . = no result given; & = joins results of further samples; [ ] = remark or other dose. Unless noted, the call rests on the fitted dose curve; in most records, active means well fitted curve in the direction sought with a large enough effect; inconclusive means small, poorly fitted or top-dose-only effect, or another doubt; inactive means no such curve, though single readings can be large; an effect the other way counts as inactive or inconclusive. A portion of the library (hit frequency here may not be typical).
SMILES,EPAC2 antagonist,EPAC2 agonist,Abeta yeast res,TDP-43 yeast inh,FUS suppressor,D3 antag,aSyn yeast inh,D3 ag
COc1ccc(CCN(C)C(=O)c2oc3ccccc3c2C)cc1OC,4%,2%,-4%,?,-7%,22,14%,3
COc1cc(OC)cc(C(=O)Nc2cc3c(cc2N2CCCCC2)n(C)c(=O)n3C)c1,.,.,-4%,?,-5%,.,.,0
COCCCn1cc(C(=O)c2cc(OC)ccc2OCC(=O)N2CCCCC2C)cc(C#N)c1=O (stereo not given),-2%,5%,-9%,24%[9.22 µM],4%,5,-4%,1
Cn1c(=O)[nH]c(=O)c2c1nc(CN1CCN(c3cccc(Cl)c3)CC1)n2CCc1ccccc1,-16%,-11%,-6%,-5%,?,6,0%,19
O=C(CCCOc1ccccc1)Nc1ccncc1,10%,9%,-6%,-9%,-11%,2,-7%,0
NNC(=O)c1cccn(Cc2ccc(Cl)cc2Cl)c1=O,4%,-2%,-1%,-10%,30%,-9,-17%,-3
O=C(Nc1ccc(Cn2cccn2)cc1)c1ccc(COc2ccc(Br)cc2)cc1,-9%,2%,-1%,-5%,20%,-7,-3%,0
O=S(=O)(c1ccc2ccccc2c1)N1CCCOC1,-7%,0%,22%,?,9%,19,8%,-4
O=C(Nc1ccccc1O)c1ccc([N+](=O)[O-])cc1,-2%,-5%,-15%,-8%,-3%,8,6%,5
Cc1ccc(C)c(NC(=O)C(c2ccccc2)N2CCN(CC(=O)N3CCOCC3)CC2)c1 (stereo not given),22%,6%,9%,19%,-14%,-10,4%,0
Cc1ccccc1CN1[C@@H](Cc2ccccc2)COCCS1(=O)=O,?,8%,1%,0%,21%,14,0%,0
COc1ccc(C(=O)NC(=O)COC(=O)CCS(=O)(=O)c2ccc(C)cc2)cc1,-7%,9%,-2%,3%,-7%,-4,-8%,-5
Cc1ccc(C2=N/C(=C\c3cccc(F)c3)C(=O)O2)cc1,0%,18%,-5%,1%,-6%,-6,-9%,1
CCCC(=O)Nc1ccc(Cl)c(NC(=S)NC(=O)c2cc3ccccc3o2)c1,-3%,-1%,11%,0%,9%,-17,-4%,2
CCC(CO)NCc1ccc(OC2CCCC2)cc1 (stereo not given),9%,7%,10%,-1%,14%,-18,1%,0
CCc1ccc2c(COn3nnc4ccc(S(=O)(=O)N(C)C)cc43)cc(=O)oc2c1,0%,3%,7%,13%,33%,15,4%,-3
CCOC(=O)N1CCC(NS(=O)(=O)c2ccc3c(c2)oc(=O)n3C)CC1,0%,13%,3%,0%,22%,-12,7%,-1
Cc1ccc2c(c1)N(C(=O)N1CCC(C(=O)NCc3ccco3)CC1)CC(C)O2 (stereo not given),.,.,-9%,20%,-7%,.,.,-13
CCn1c(=O)cc(OCC(=O)N2CCN(c3ccccc3OC)CC2)c2ccccc21,.,.,-3%,9%,17%,.,.,-4
CCOc1ccc(-n2c(=S)sc3c(=O)[nH]c(SCC(=O)NC(C)CC)nc32)cc1 (stereo not given),-12%,-2%,3%,-3%,?,4,1%,6

# Shown tab-delimited: part of the list above
molecule	EPAC2 antagonist	EPAC2 agonist	Abeta yeast res	TDP-43 yeast inh	FUS suppressor	D3 antag	aSyn yeast inh	D3 ag
NNC(=O)c1cccn(Cc2ccc(Cl)cc2Cl)c1=O	4%	-2%	-1%	-10%	30%	-9	-17%	-3
O=C(Nc1ccc(Cn2cccn2)cc1)c1ccc(COc2ccc(Br)cc2)cc1	-9%	2%	-1%	-5%	20%	-7	-3%	0
O=S(=O)(c1ccc2ccccc2c1)N1CCCOC1	-7%	0%	22%	?	9%	19	8%	-4
O=C(Nc1ccccc1O)c1ccc([N+](=O)[O-])cc1	-2%	-5%	-15%	-8%	-3%	8	6%	5
Cc1ccc(C)c(NC(=O)C(c2ccccc2)N2CCN(CC(=O)N3CCOCC3)CC2)c1 (stereo not given)	22%	6%	9%	19%	-14%	-10	4%	0
Cc1ccccc1CN1[C@@H](Cc2ccccc2)COCCS1(=O)=O	?	8%	1%	0%	21%	14	0%	0
COc1ccc(C(=O)NC(=O)COC(=O)CCS(=O)(=O)c2ccc(C)cc2)cc1	-7%	9%	-2%	3%	-7%	-4	-8%	-5
Cc1ccc(C2=N/C(=C\c3cccc(F)c3)C(=O)O2)cc1	0%	18%	-5%	1%	-6%	-6	-9%	1
CCCC(=O)Nc1ccc(Cl)c(NC(=S)NC(=O)c2cc3ccccc3o2)c1	-3%	-1%	11%	0%	9%	-17	-4%	2
CCC(CO)NCc1ccc(OC2CCCC2)cc1 (stereo not given)	9%	7%	10%	-1%	14%	-18	1%	0
CCc1ccc2c(COn3nnc4ccc(S(=O)(=O)N(C)C)cc43)cc(=O)oc2c1	0%	3%	7%	13%	33%	15	4%	-3

# New compounds follow
SMILES,EPAC2 antagonist,EPAC2 agonist,Abeta yeast res,TDP-43 yeast inh,FUS suppressor,D3 antag,aSyn yeast inh,D3 ag
CCOc1ccc(S(=O)(=O)N2CCCC(C(=O)NCc3ccncc3)C2)cc1Cl (stereo not given),-13%,8%,-8%,-12%,14%,-4,-1%,-2
O=C(CCCOc1ccccc1)Nc1cccc(S(=O)(=O)N2CCOCC2)c1,14%,8%,3%,-13%,0%,-1,0%,3
O=c1c2ccc(Cl)cc2nc(-c2ccc([N+](=O)[O-])cc2)n1O,9%,-3%,-4%,-41%[inhibitor][0.397 µM],1%,?,-3%,-16
Cc1ccc(/C=C2\SC(=S)N(CCCC(=O)NC3CCCC3)C2=O)cc1,-6%,0%,4%,11%,8%,8,0%,5
CCn1c(SCC(=O)n2nc(C)cc2C)nnc1-c1ccc2c(c1)OCO2,15%,-7%,1%,0%,.,7,-2%,4
CCn1c(C)nnc1SCC(=O)Nc1ccc(OC)cc1,-6%,6%,3%,5%,-39%,51,-2%,0
Cc1ccsc1C(=O)Nc1ccc(OCc2ccccc2)cc1,6%,11%,-4%,-24%,49%,-23,-4%,5
Cc1cc(C)c2oc(-c3cccc(N)c3)nc2c1,0%,-6%,-22%,11µM*,3%,0,7%,1
CCN1CCN(C(=O)c2ccc(CS(=O)(=O)Cc3ccccc3C)o2)CC1,3%,-4%,-5%,-3%,6%,-23,-2%,-4
CN1C(=O)c2ccccc2C(C(=O)O)C1c1cccc(Cl)c1 (stereo not given),6%,11%,-9%,-24%,.,-5,-2%,2
O=C(/C=C/c1ccc(N2CCOCC2)cc1)c1ccccc1,4%,17%,-5%,-4%,1%,-4,-8%,1
Cc1oc(-c2cccc(F)c2)nc1CN(Cc1ccccc1)C[C@@H]1CCC(=O)N1,-18%,3%,4%,-16%[9.22 µM],18%,-30,12%,-9
N#CCCn1c(SCC(=O)N2CCN(S(=O)(=O)c3ccccc3)CC2)nc2ccccc21,1%,-1%,12%,3%,11%,64,-4%,2
Clc1ccccc1CSc1nnc(-c2ccco2)c(-c2ccco2)n1,-6%,16%,6%,-8%,37%,0,17%,3
[N-]=[N+]=CC(=O)CCCN1C(=O)c2ccccc2C1=O,0%,-3%,19%,8%,-7%,12,-7%,2
Cc1c(Br)c([N+](=O)[O-])nn1C(C)C(=O)N1CCCc2ccccc21 (stereo not given),6%,6%,6%,?,1%,17,-1%,-2
Cn1c(-n2cccc2)c(-c2c(-c3ccccc3)[nH]c3c2c(=O)[nH]c(=O)n3C)c(=O)[nH]c1=O,.,.,-14%,13%,15%,.,.,9
CN(C)S(=O)(=O)c1cccc(NC(=O)c2cccc(S(=O)(=O)N3CCCCC3)c2)c1,-2%,10%,-2%,16%,.,0,-2%,2
COc1ccc(C2=NS(=O)(=O)N(C)C(C(=O)NC(C)c3ccccc3)=C2)cc1 (stereo not given),19%,11%,0%&11%,-2%&13%,-1%&25%,-10,-1%,-4&0
COc1cccc(CNC(=O)CCc2c(C)c3ccc(O)c(C)c3oc2=O)c1,.,.,1%,10%,3%,.,.,-14
CN(C)c1ccc(CN2CCCC(O)C2)cc1 (stereo not given),-1%,-6%,21%,0%,8%,12,3%,-3
Cn1c(CO)cnc1SCc1ccc(F)cc1,15%,-2%,-15%,-2%,12%,-12,-5%,-11
CCOC(=O)c1c(C)[nH]c(C(=O)OC(C)C(=O)NC2(C#N)CCCCC2)c1C (stereo not given),5%,2%,7%,12%,1%,16,-1%,1
O=C(c1ccccc1)N1CC(COc2ccccc2)OC(c2cccnc2)O1 (stereo not given),4%,5%,0%,-5%,16%,-10,?,-8
Cc1noc(COc2ccccc2OCC(N)=O)c1Cl,4%,-84%[15.6 µM],-15%,-6%,1%,20,-2%,7
CC1(C(=O)NCc2ccco2)Cc2c(-c3ccc(C(N)=O)cc3)ccnc2O1 (stereo not given),3%,11%,-5%,0%,-9%,9,-4%,-3
Cc1ccc(C2Nc3ccccc3-c3nc4ccccc4n32)o1 (stereo not given),-3%,14%,10%,10%,19%,7,1%,-10
O=C(Cn1cc(SCc2c(F)cccc2Cl)c2ccccc21)N1CCCC1,.,.,-9%,26%,15%,.,.,-8
COc1ccc(COC(=O)CCc2cc(OC)c(OC)c(OC)c2)cc1F,-8%,1%,-3%,-1%,5%,4,0%,6
CC(=O)N1CCN(c2ccc(S(=O)(=O)N3CCCCC3)cn2)CC1,-8%,8%,6%,8%,12%,12,5%,-12
CCOC(=O)C1=C(CP(=O)(c2ccccc2)c2ccccc2)NC(=O)NC1c1ccc(Cl)cc1 (stereo not given),-4%,-4%,8%,-4%,?,-3,6%,-4
O=C(c1cc2c(s1)CCC2)N1CCN(c2ccccc2)CC1,-1%,-1%,-42%[inhibitor],?,.,-12,0%,-14
CCc1cc2c3c(c(=O)oc2cc1OC(C)C(=O)O)CCCC3 (stereo not given),-3%,8%,-6%,-27%,-29%,-17,-8%,9
CC1(C)C(CC(=O)O)CC1C(=O)O (stereo not given),14%,10%,2%,-7%,-27%,5,2%,8
Cc1oc2ncn(CC(C)C)c(=O)c2c1C(=O)Nc1ccc(Cl)cn1,.,.,-11%,10%,1%,.,.,10
C(=N/N1CCN(c2ccccc2)CC1)/c1ccncc1,-9%,3%,11%,-10%,2%,-6,-3%,2

# Record cards, from the list above. Values in the order: EPAC2 antagonist	EPAC2 agonist	Abeta yeast res	TDP-43 yeast inh	FUS suppressor	D3 antag	aSyn yeast inh	D3 ag
# Cc1noc(COc2ccccc2OCC(N)=O)c1Cl as listed: 4%	-84%[15.6 µM]	-15%	-6%	1%	20	-2%	7
# Cc1ccc2c(c1)N(C(=O)N1CCC(C(=O)NCc3ccco3)CC1)CC(C)O2 (stereo not given) as listed: .	.	-9%	20%	-7%	.	.	-13
